Bioassay records as filed in PubChem.
S1P3 ag = S1P3 (human) receptor agonism; S1P3 NFAT-BLA reporter cells, FRET ratio; relative to 1 µM S1P, basal subtracted; activation, % at 4.5 µM; 60,000 compounds, 0.1% hits; AID 373;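 active = activation above the screen-wide mean plus 3 SD, cut at about 4.5% in these data, passing the limit was not always enough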; also: some compounds called inactive have numbers as strong as hits
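Benchmarks: high control 1 µM S1P / System: stable CHO line with human S1P3, Gα16, NFAT-BLA reporter / Dosing: single compound concentration, 4.5 µM final / Timing: 4 h compound at 37 °C, 2 h substrate at RT / Measured by: FRET β-lactamase substrate fluorescence, excitation 405 nm, 460/535 nm emission ratio, background-subtracted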
HEK293 NFkB inh = lowers PMA/ionomycin-induced NF-kB signal in HEK293 cells. HEK-293 NF-kB luciferase reporter, luminescence. inhibition, % at 3 µM. 62,000 compounds, 0.21% hits;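 active = inhibition above the mean of all tested compounds plus 3 SD, cut at about 40% in these data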;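 also: 0% = stimulated DMSO wells and 100% = 10 µM reference inhibitor 5653914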
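Timing: 1 h pretreatment, 16 h stimulation, 37 °C; system: HEK-293 cells with stable firefly luciferase reporter driven by four HIV NF-kB elements; doses: 3 µM once, 0.30% DMSO; measured by: luciferase luminescence; control set: DMSO and 10 µM reference inhibitor; repeats: single test; reagent: PMA plus ionomycin mix as NF-kB-activating stimulus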
M1 ag = agonists of M1 muscarinic receptor. CHO-M1 cells, Fluo-4 calcium fluorescence, agonist mode; stronger effect = higher value. B-score at 10 µM. 64,000 compounds, 3% hits;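 active = fluorescence rise, raw or as B-score row- and column-corrected plate score, outside the 99.7% band of its plate's samples, either direction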
S1P1 ag-PAM = agonists and agonism potentiators of human S1P1 receptor | S1P1 CRE-bla cells, forskolin, beta-lactamase FRET, potentiator mode; S1P1 agonist co-added at EC20, 2 nM; 100% = saturating reference agonist, 0% = basal | activation, % at 9.5 µM | 56,000 compounds, 0.57% hits;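 active = activation above a cutoff set at the mean activation of all tested compounds plus 3 SD, cut at about 54% in these data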;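 also: forskolin at 4 µM as EC80 and the EC20 agonist is SEW2871; 100% = SEW2871 at its EC100 plus forskolin at EC80; some compounds past the cut are filed as inactive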
TNAP act DEA = activates human TNAP at intermediate phosphate acceptor concentration; activation factor at 20 µM; purified TNAP, CDP-star luminescence, 100 mM DEA, 30 min; stronger effect = higher value; scale: 0 levamisole-inhibited, 1 vehicle-only enzyme; 64,000 tested, under 10 active; P05186;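 active = activation factor of at least 2 at 20 µM, relative to controls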
D1 allo mod = allosterically modulates the human D1 dopamine receptor; P21728; HEK293 D1, CRE-luciferase, dopamine EC30 potentiation; actives deviate in either direction; B-score at 10 µM; 58,000 compounds, 5.9% hits; AID 641;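 active = luminescence count or its row- and column-corrected plate score outside the 99.7% band of the plate's sample wells, on either side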
M1 antag = antagonists of rat M1 muscarinic receptor. CHO-M1 cells, Fluo-4 calcium, ACh EC80 antagonist mode; stronger effect = lower value. AID 628. B-score at 10 µM. P08482. 64,000 compounds, 3.4% hits;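 active = calcium fluorescence response, raw or row-and-column corrected B-score, differing from the plate sample mean either way at a set confidence level, mostly lower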
Ec RNAP inh = Escherichia coli RNA polymerase inhibition; P0A8V2; E. coli RNA polymerase, fluorescence transcription assay; inhibition, %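 (tested at 10 µM)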; 62,000 compounds, 0.2% hits; AID 559; in the data active = inhibition above about 20%;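 also: 0% = enzyme without compound and 100% = no enzyme blank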
Target sequence (P0A8V2 whole entry, looked up): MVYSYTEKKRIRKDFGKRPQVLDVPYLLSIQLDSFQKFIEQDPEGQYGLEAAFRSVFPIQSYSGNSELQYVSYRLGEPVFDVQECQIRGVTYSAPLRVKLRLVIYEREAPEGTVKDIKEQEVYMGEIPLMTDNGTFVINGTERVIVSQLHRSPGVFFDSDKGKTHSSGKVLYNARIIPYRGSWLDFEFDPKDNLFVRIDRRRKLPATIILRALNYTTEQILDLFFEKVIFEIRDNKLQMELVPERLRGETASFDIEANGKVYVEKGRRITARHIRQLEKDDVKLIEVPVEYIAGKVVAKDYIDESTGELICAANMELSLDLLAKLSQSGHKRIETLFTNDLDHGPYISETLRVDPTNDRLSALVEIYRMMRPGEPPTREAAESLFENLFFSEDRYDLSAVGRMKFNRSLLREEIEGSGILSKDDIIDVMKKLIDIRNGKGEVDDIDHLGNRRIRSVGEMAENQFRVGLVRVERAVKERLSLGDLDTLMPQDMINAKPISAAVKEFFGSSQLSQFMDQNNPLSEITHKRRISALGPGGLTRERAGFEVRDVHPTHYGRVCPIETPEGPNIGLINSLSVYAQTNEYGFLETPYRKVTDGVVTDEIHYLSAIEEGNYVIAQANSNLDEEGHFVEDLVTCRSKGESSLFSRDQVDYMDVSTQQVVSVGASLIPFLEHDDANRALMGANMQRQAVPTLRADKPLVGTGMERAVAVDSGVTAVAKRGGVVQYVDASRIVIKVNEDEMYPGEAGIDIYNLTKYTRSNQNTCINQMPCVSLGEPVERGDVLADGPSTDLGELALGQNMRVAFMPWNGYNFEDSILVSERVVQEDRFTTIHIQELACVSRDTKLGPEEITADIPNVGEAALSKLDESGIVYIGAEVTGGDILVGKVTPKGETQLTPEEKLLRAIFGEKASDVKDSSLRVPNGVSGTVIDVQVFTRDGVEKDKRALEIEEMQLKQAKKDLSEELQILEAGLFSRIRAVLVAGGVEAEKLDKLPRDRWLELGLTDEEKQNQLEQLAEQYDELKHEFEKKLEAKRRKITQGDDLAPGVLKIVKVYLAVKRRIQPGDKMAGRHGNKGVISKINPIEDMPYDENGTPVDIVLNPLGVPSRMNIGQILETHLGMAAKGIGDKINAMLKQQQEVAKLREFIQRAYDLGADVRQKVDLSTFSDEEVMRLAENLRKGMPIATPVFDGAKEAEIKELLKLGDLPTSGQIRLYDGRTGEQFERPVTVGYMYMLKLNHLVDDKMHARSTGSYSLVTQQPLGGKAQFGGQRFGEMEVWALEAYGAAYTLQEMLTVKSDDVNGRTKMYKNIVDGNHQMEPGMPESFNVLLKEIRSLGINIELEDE
Jurkat viability = reduces viability or proliferation of Jurkat cells | Jurkat E6.1 viability, ATP luminescence, 48 h | inhibition, % at 4 µM | 56,000 compounds, 1.2% hits;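 active = inhibition above the mean inhibition of all tested compounds plus 3 SD, cut at about 28% in these data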
Starred values were filed as active, the others as inactive; nt = no result given. This is a random part of the collection, and some 12% of all compounds hit somewhere here.

SMILES	S1P3 ag	HEK293 NFkB inh	M1 ag	S1P1 ag-PAM	TNAP act DEA	D1 allo mod	M1 antag	Ec RNAP inh	Jurkat viability
COc1ccc(C(=O)N[C@H]2COC(C)(C)O[C@H]2c2ccccc2)cc1	-0.9	12	0.26	-6	1	-0.073	-0.0044	-2	-2
COCCc1nnc(NC(=O)Cc2ccccc2)s1	nt	12	-0.097	nt	1	0.67	0.26	8	nt
COC(=O)c1ccc2c(=O)n(NC(C)=O)c(=S)[nH]c2c1	0.1	12	-0.14	nt	1	-0.32	0.3	7	4
Cc1ccc(S(=O)(=O)N2CCCC2C(=O)NCc2ccco2)cc1 (configuration not stated)	-1.5	12	0.18	-6	1	-0.79	0	4	5
COC(=O)c1[nH]c2cc(OC)ccc2c1NC(=O)CCN1CCN(c2cccc(C)c2C)CC1	-0.6	15	0.73	-1	0.9	0.99	0.52	2	2
Cc1cc(C)n(-c2cc(N3CCOCC3)ncn2)n1	-0.2	6	0.15	7	0.9	1.9	-0.041	3	-6
Cc1cc(C)n(-c2ccc(C(=O)C(C#N)c3nc4ccccc4n3C)cc2)n1 (configuration not stated)	0.0	4	0.21	6	0.8	-0.85	0.12	9	-4
Cc1ccc(OCCCC(=O)Nc2ccc(N3CCOCC3)cc2)c(C)c1	-0.4	21	0.47	nt	0.9	0.001	-2.3*	7	-3
Cc1cc(-c2ccccc2)nc(N2CCN(c3ccccn3)CC2)n1	-0.3	-18	-0.0026	-8	0.9	0.15	0.77	4	-8
O=C(NCc1ccco1)c1ccc(S(=O)(=O)c2cccc(S(=O)(=O)N3CCOCC3)c2)cc1	-1.3	-2	nt	5	1	nt	nt	-3	8
Cc1nn(C)cc1CNC(=O)CCC(=O)O	-0.3	5	-0.78	2	0.9	nt	0.65	0	0
Cc1ccc(S(=O)(=O)N(C)c2ccc(NS(C)(=O)=O)cc2)cc1	0.0	4	0.18	6	0.9	0.26	0.16	5	-1
Cc1cc(Cl)cc2c1NC(=O)[C@]21[C@@H]2C(=O)N(Cc3ccccc3)C(=O)[C@@H]2[C@@H]2CCCN21	-1.3	20	1	-3	0.9	0.0076	0.34	33*	12
COc1ccccc1NC(=O)c1cnc2n(c1=O)CCS2	-0.8	-1	-0.53	-2	1	-0.57	0.27	2	4
COc1cccc(-c2noc(C3CCCN(C(=O)Cc4ccccc4)C3)n2)c1 (configuration not stated)	-0.3	2	0.23	18	1	0.52	0.12	12	0
COC(=O)c1ccc(COC(=O)c2[nH]c(C)c(C(C)=O)c2C)o1	-1.1	17	1.5	15	0.9	-2.3	-0.88	8	19
CN(C)Cc1nc2ccccc2c(=O)n1Cc1nc(-c2cc3ccccc3o2)cs1	0.1	1	0.37	-24	0.9	0.68	0.56	10	-4
COc1ccccc1OCCCCCc1c(C)n[nH]c1C	-1.8	8	3	84	0.9	-0.94	-1.3	7	17
COCCNC(=O)COC(=O)CSCc1nc2ccccc2s1	nt	15	-0.23	nt	1	nt	-0.37	8	nt
CC(=O)Nc1ccccc1C(=O)N1CCc2ccccc21	-1.0	-5	-0.42	1	1	0.091	-0.43	-3	9

By substructure, the entries above with two or more sulfur atoms (3)
SMILES	S1P3 ag	HEK293 NFkB inh	M1 ag	S1P1 ag-PAM	TNAP act DEA	D1 allo mod	M1 antag	Ec RNAP inh	Jurkat viability
O=C(NCc1ccco1)c1ccc(S(=O)(=O)c2cccc(S(=O)(=O)N3CCOCC3)c2)cc1	-1.3	-2	nt	5	1	nt	nt	-3	8
Cc1ccc(S(=O)(=O)N(C)c2ccc(NS(C)(=O)=O)cc2)cc1	0.0	4	0.18	6	0.9	0.26	0.16	5	-1
COCCNC(=O)COC(=O)CSCc1nc2ccccc2s1	nt	15	-0.23	nt	1	nt	-0.37	8	nt

Carrying on:
SMILES	S1P3 ag	HEK293 NFkB inh	M1 ag	S1P1 ag-PAM	TNAP act DEA	D1 allo mod	M1 antag	Ec RNAP inh	Jurkat viability
CCCCc1nc2n[nH]c(N)c2c2c1CCCC2	0.8	nt	-0.64	-28	0.9	21*	0.79	13	nt
CC(C)(C)NCCCCOc1ccc(F)cc1	-1.2	2	-0.43	-16	1	-0.023	0.78	3	-6
Cc1cc(C)n(C(=O)COc2c(C)cccc2C)n1	-0.5	3	0.21	-13	0.9	0.13	-0.2	6	2
Cc1nc(NC(=O)c2cc3c(s2)CCCCC3)sc1C(=O)N(C)C	-0.5	-19	1.4	-1	1	-0.47	-0.064	3	-2
CCOc1ccc(NC(=O)Cn2nnc(-c3ccccc3NC(=O)CC)n2)cc1	-0.4	10	-1.7	2	0.9	-2.2	0.28	8	0
O=C(c1ccc(S(=O)(=O)N2CCOCC2)cc1)N1CCN(c2ccccc2)CC1	-1.8	-5	-0.47	-4	0.9	nt	-2.9*	2	0
O=C(Nc1ccc(F)cc1)N1CCN(C/C=C/c2ccccc2)CC1	0.0	7	-0.66	1	0.9	-0.55	-1.6	nt	-1
O=C(NCc1cccs1)C1CCCN(c2nc3ccccc3o2)C1 (configuration not stated)	1.0	3	-0.48	17	1	-0.37	0.024	-2	-1
O=C(O)CN(Cc1ccccc1)S(=O)(=O)c1ccc(F)cc1	-0.7	-4	-0.41	-9	1	-0.69	0.033	4	-4
O=C(Cc1nc2ccccc2s1)c1ccc(O)cc1O	-0.8	-6	-1.8*	17	1	-2.9	0.24	9	6
Cn1c(=O)n(CC(=O)NC2CCCCC2)c(=O)c2ccccc21	0.0	4	-0.27	-17	1	0.0023	-0.29	0	-2
COc1ccc(-c2noc(CSc3nc(N)c(-c4ccccc4)c(=O)[nH]3)n2)cc1OC	-0.2	12	-0.81	nt	0.9	4.2	-0.21	5	-1
Cc1ccccc1-c1nc(CN2CCCC(C(=O)NCCCN3CCOCC3)C2)c(C)o1 (configuration not stated)	0.1	-5	-0.019	-21	1	0.078	-0.23	10	-7
Cc1cc(C)cc(N(CC(=O)NCc2cccnc2)S(C)(=O)=O)c1	-1.7	14	0.32	1	0.9	0.74	-0.05	-7	3
O=C(CN1C(=O)COc2ccccc21)N(Cc1ccc2c(c1)OCO2)CC1CCCO1 (configuration not stated)	-0.3	25	-0.99	13	0.9	0.83	0.12	4	-2
CN1C(=O)NC(c2cccc(O)c2)C(C(=O)c2cccs2)C1(O)C(F)(F)F (configuration not stated)	-0.5	8	0.41	-21	0.8	-0.066	0.029	6	3
FC(F)(F)c1cccc(N2CCN(c3ccc4nnc(-c5ccccc5)n4n3)CC2)c1	0.8	10	0.18	-53	0.9	0.23	0.019	5	1
CC1CCCCN1S(=O)(=O)c1ccc(NC(=O)c2cccs2)cc1 (configuration not stated)	nt	nt	-0.42	nt	0.8	-0.042	-0.13	7	nt
O=C(O)C1Cc2c([nH]c3ccccc23)C(c2ccc3c(c2)OCO3)N1 (configuration not stated)	-1.1	10	0.0066	-7	0.9	-0.29	0.3	2	8
CCN1C(=O)c2cccc3c(NC(=O)c4ccc(S(=O)(=O)N(C)C)cc4)ccc1c23	-0.9	22	0.24	nt	0.8	0.52	-1.1	7	-2
CCOC(=O)N1CCN(C(=O)CN(c2cccc(C)c2)S(=O)(=O)c2ccccc2)CC1	nt	0	0.69	nt	0.9	-0.41	0.027	13	nt
COc1ccc(CCNS(=O)(=O)c2cn(C)c(=O)n(C)c2=O)cc1OC	-0.4	17	0.83	4	1	0.57	1.1	4	4
Cc1ccc(S(=O)(=O)N(C)CC(=O)N2CCOCC2)cc1	-0.2	-8	0.33	3	1	0.37	-0.32	-8	1
Cc1ccc(S(=O)(=O)N2CCCC2C(=O)OCc2ccco2)cc1 (configuration not stated)	-0.6	-6	0.017	6	0.8	-1.5	-1	6	4
CCOC(=O)c1csc(NC(=O)c2ccccc2)n1	-1.5	-29	0.35	-4	0.9	-1.9	0.58	2	4
COc1cc(OC)cc(C(=O)NCC(=O)OC2CCOC2=O)c1 (configuration not stated)	0.2	4	-0.95	24	0.9	-0.66	0.55	2	0
COc1ccc(NS(=O)(=O)c2ccc(NS(C)(=O)=O)cc2)cc1	0.8	7	0.2	-3	1	-0.18	0.8	0	2
O=C1NCCCC1C(=O)N1CCN(C(c2ccccc2)c2ccccc2)CC1 (configuration not stated)	-1.2	19	0.9	10	1	-1.4	-0.25	-4	13
O=C(Nc1cccs1)Nc1ccccc1Cl	-0.9	8	0.46	17	1	-0.26	-1.5	-5	14
Cc1nn(C)cc1CNC(=O)c1ccc(Br)o1	-3.5	nt	-0.46	-12	0.9	-0.73	-0.031	-3	nt
CCn1c(COc2ccccc2C)nnc1SCC(=O)Nc1ccc2c(c1)OCCO2	-0.2	5	-0.52	-16	0.9	0.83	0.15	11	9
Cn1c(=O)[nH]c(=O)c2c1nc(NCc1ccco1)n2CCCc1ccccc1	0.3	-2	nt	-30	0.9	0.61	nt	8	-2
Cc1cc2oc(=O)cc(CN3CCN(Cc4ccc5c(c4)OCO5)CC3)c2cc1C	-1.5	9	-0.91	-7	0.8	-0.29	-0.56	9	-3
Cc1ccc(-c2noc(CSc3nnnn3C3CCCCC3)n2)cc1	-1.5	9	0.18	23	1	nt	-2	7	-1
O=C(O)CSC1CC(=O)N(c2ccc(Cl)cc2)C1=O (configuration not stated)	-0.6	15	-0.71	9	0.9	0.028	-0.37	6	-4
CC(C)(C)SCCNS(=O)(=O)c1ccc(F)cc1	-0.8	1	-0.16	-6	1	-0.086	-0.44	9	-1
O=S(=O)(Nc1ccc2c(c1)nc1n2CCN(Cc2ccccc2)C1)c1ccc(F)cc1	0.5	15	0.99	14	0.9	-2.1	-0.00049	7	1
CCCCCC1CCC(C(=O)O)CC1 (configuration not stated)	0.0	13	-0.35	-22	1	nt	0.18	7	-5
Cc1c(N=C/C=C/c2ccccc2)cnn1C	nt	14	-0.04	nt	1	-0.039	-0.038	7	nt
O=S(=O)(c1ccc2c(c1)oc1ccccc12)N1CCOCC1	-0.5	2	-0.52	nt	1	3.4	-0.39	4	3
CC(Sc1cccc(C(F)(F)F)c1)C(=O)NC(N)=O (configuration not stated)	-1.2	21	-0.43	9	1	nt	-0.52	4	-1
COCc1cc(C)nc(Nc2ccc(C)c(C)c2)c1C#N	-0.9	0	0.11	-30	0.9	-0.058	0.0076	5	0
COC(=O)Nc1sccc1C(=O)Nc1sccc1C(=O)OC	0.1	9	-0.065	-15	0.8	nt	0.92	-1	-8
O=C(CCSc1ccccc1)NC1CCCC1	-2.0	5	0.1	4	0.9	0.35	0.45	7	1
COc1ccc(-c2c(C)nn3c(N4CCC(C(=O)N5CCCCC5)CC4)cc(C)nc23)cc1OC	-1.3	8	-0.28	-8	0.9	0.018	-0.26	4	1
CCC(=O)N1CCc2cc(Br)cc(S(=O)(=O)CCC(=O)NCC3CCCO3)c21 (configuration not stated)	nt	3	-0.0053	nt	0.8	-0.37	0.7	11	nt
COC(=O)/C(C#N)=C1/SC=C(C)N1c1ccccc1	-1.6	nt	-0.27	-3	0.9	0.52	0.5	0	nt
CCCCn1c(NCCC)nc2c1c(=O)[nH]c(=O)n2C	2.6	14	-0.035	-8	0.9	5.9*	0.79	12	-1
